bIAP inhibitor – intestinal alkaline phosphatase (bovine) inhibition | purified bovine IAP, CDP-star luminescence, 30 min | inhibition, % at 20 µM | 190,000 tested, under 10 active;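 active = over 50% inhibition of intestinal alkaline phosphatase at 20 µM in the single-dose screen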
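Incubation: 30 min reaction at room temperature / Material: purified bovine intestinal alkaline phosphatase (IAP) enzyme / Input: enzyme at 1/65,000,000 dilution / Dosing: 20 µM single dose / Signal: CDP-star luminescence signal / Reagent: CDP-star chemiluminescent phosphatase substrate, 30 µM final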
TNAP act hi DEA – activators of human TNAP at high phosphate acceptor concentration | 200,000 tested, under 10 active | purified TNAP, CDP-star luminescence, 1 M DEA, 30 min; hits give high values; 0 = EDTA background, 1 = DMSO-only activity | P05186 | activation factor at 20 µM;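 active = activation factor at least 2 at 20 µM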
Target sequence (P05186 whole entry, looked up): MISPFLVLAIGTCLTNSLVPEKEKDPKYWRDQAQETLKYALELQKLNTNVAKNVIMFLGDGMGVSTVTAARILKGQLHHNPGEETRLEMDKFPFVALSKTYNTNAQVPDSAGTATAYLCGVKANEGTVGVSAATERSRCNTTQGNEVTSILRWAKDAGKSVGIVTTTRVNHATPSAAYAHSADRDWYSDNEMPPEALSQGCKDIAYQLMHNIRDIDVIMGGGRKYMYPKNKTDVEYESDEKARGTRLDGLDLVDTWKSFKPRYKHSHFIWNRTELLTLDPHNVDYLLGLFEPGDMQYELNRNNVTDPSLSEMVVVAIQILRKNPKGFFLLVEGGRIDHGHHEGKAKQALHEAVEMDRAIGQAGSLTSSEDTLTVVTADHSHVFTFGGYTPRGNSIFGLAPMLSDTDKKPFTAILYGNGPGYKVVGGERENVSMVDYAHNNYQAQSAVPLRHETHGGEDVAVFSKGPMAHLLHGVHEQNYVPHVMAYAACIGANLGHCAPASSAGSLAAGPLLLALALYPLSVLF
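Control set: EDTA negative control, DMSO positive control / Assay system: human TNAP / Quantity: TNAP 1/800 final / Evaluation: TNAP activation factor scaled between EDTA and DMSO control wells / Measured by: luminescent substrate turnover signal / Compound dosing: one dose, 20 µM / Times: 30 min enzyme reaction at room temperature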
PPARg SRC2 recr – agonists of SRC-2 recruitment by human PPARgamma | PPARgamma LBD-SRC-2 recruitment, biochemical | 0.34% of 200,000 active | activation, % at 8 µM; in the data active = activation above about 22%;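 also: 0% = vehicle and 100% = reference agonist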
Target sequence (P37231 whole entry, looked up, the tested form may be a part): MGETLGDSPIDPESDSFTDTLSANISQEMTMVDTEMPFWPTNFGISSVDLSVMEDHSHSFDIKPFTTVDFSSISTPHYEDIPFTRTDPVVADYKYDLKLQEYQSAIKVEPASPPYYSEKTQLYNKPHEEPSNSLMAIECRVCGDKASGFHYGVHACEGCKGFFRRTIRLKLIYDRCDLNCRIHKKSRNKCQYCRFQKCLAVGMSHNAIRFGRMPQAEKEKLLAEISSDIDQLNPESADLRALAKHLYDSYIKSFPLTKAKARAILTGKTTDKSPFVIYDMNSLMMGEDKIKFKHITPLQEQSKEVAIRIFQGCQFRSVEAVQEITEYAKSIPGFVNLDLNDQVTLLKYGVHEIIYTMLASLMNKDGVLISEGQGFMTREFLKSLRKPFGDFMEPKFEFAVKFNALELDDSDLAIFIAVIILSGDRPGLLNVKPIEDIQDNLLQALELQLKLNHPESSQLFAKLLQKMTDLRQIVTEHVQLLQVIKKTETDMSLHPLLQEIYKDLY
HMGR II inh – E. faecalis class II HMG-CoA reductase inhibition; inhibition, % at 10 µM; AID 1066; purified E. faecalis HMGR, NADPH absorbance 340 nm kinetic; 0.41% of 190,000 active;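 active = inhibition above a set limit, the median over all tested compounds plus 3 SD, cut at about 9.5% in these data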;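 also: enzyme runs in reverse so mevalonate oxidation gives rising NADPH absorbance; 0% = complete reaction with DMSO and 100% = background rate lacking mevalonate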
bIAP act – intestinal alkaline phosphatase (bovine) activation. purified bovine IAP, CDP-star luminescence, 30 min; hits give high values; fold of DMSO-control signal, blank-subtracted. activation factor at 20 µM. 0.17% of 200,000 active. AID 1016;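 active = activation factor of 2 or more at 20 µM, a signal rise over negative controls twice the positive control's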
TR-FRET SRC-2 ct – TR-FRET artefact, counter-screen to PPARgamma/SRC-2 agonist assay; AID 1049; TR-FRET ratio at 8 µM; 0.4% of 200,000 active; hits give high values; in the data active = TR-FRET ratio above about 2000; also: inactives centre near 1500
TNAP inh no acc – blocks human TNAP activity with no phosphate acceptor present | purified TNAP, CDP-star luminescence, 30 min | 0.26% of 200,000 active | AID 1012 | inhibition, % at 20 µM | P05186;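 active = tissue-nonspecific alkaline phosphatase inhibition above about 50% at 20 µM in the single-dose screen, limit read from the data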;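 also: 0% = DMSO negative control and 100% = EDTA positive control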
TNAP inh hi DEA – TNAP (human) inhibition, high acceptor; 0.03% of 200,000 active; AID 1135; inhibition, % at 20 µM; purified TNAP, CDP-star luminescence, 1 M DEA;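 active = over 50% inhibition of tissue-nonspecific alkaline phosphatase at 20 µM in the single-dose screen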;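 also: plate controls were DMSO wells for no effect and EDTA-quenched wells as full inhibition for full effect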
PPARg SRC-1 ag – agonists of human PPARgamma SRC-1 coactivator recruitment; P37231; PPARgamma-SRC-1 coactivator recruitment biochemical assay; activation, % at 8 µM; 0.41% of 200,000 active; in the data active = activation above about 19%;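 also: 0% = DMSO and 100% = reference agonist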
PPARg SRC3 recr – PPARgamma-driven SRC-3 recruitment agonism | biochemical PPARgamma/SRC-3 coactivator recruitment assay | activation, % at 8 µM | 0.26% of 200,000 active | AID 731; in the data active = activation above about 23%;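 also: 0% = DMSO and 100% = reference agonist; some compounds past the cut are filed as inactive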
Starred values were filed as active, the others as inactive.

Screening CCc1noc(N)c1C(=O)Nc1ccc(F)c(Cl)c1 returned bIAP inhibitor 5, TNAP act hi DEA 1, PPARg SRC2 recr 3, HMGR II inh -5, bIAP act 0.9, TR-FRET SRC-2 ct 1499, TNAP inh no acc -4, TNAP inh hi DEA 0, PPARg SRC-1 ag 5 and PPARg SRC3 recr 14.
For CN(C(=O)COc1ccccc1C(=O)NCCc1ccccc1)c1ccccc1 the results were bIAP inhibitor 1, TNAP act hi DEA 1, PPARg SRC2 recr 8, HMGR II inh -2, bIAP act 1, TR-FRET SRC-2 ct 1297, TNAP inh no acc -13, TNAP inh hi DEA 2, PPARg SRC-1 ag -1 and PPARg SRC3 recr 4.
Screening CCOC(=O)c1cc(NC(=O)c2cnccn2)cc(C(=O)OCC)c1 returned bIAP inhibitor -2, TNAP act hi DEA 1, PPARg SRC2 recr 2, HMGR II inh -8, bIAP act 1, TR-FRET SRC-2 ct 1703, TNAP inh no acc -6, TNAP inh hi DEA 0, PPARg SRC-1 ag 8 and PPARg SRC3 recr -2.
Screening Cc1nc2sc(C#N)c(N)c2c2c1CCCC2 returned bIAP inhibitor 10, TNAP act hi DEA 1, PPARg SRC2 recr 1, HMGR II inh 5, bIAP act 0.9, TR-FRET SRC-2 ct 1577, TNAP inh no acc -10, TNAP inh hi DEA -2, PPARg SRC-1 ag 2 and PPARg SRC3 recr 9.
`BrC(=C\c1ccccc1)/C=N/Nc1nc2ccccc2[nH]1` gave bIAP inhibitor 10, TNAP act hi DEA 0.9, PPARg SRC2 recr 0, HMGR II inh 4, bIAP act 0.9, TR-FRET SRC-2 ct 1601, TNAP inh no acc 7, TNAP inh hi DEA 9, PPARg SRC-1 ag 1 and PPARg SRC3 recr -1.
Screening COc1cc2c(cc1OC)C1(Nc3c-2c(Cc2ccccc2)nn3-c2ccccc2)C(=O)Nc2ccccc21 (centres undefined) returned bIAP inhibitor -1, TNAP act hi DEA 1.1, PPARg SRC2 recr 7, HMGR II inh -1, bIAP act 1, TR-FRET SRC-2 ct 1585, TNAP inh no acc -6, TNAP inh hi DEA -5, PPARg SRC-1 ag 0 and PPARg SRC3 recr 5.
`Cc1cnc(C(=O)Nc2cc(F)ccc2C)cn1` gave bIAP inhibitor 2, TNAP act hi DEA 1, PPARg SRC2 recr 2, HMGR II inh 0, bIAP act 1, TR-FRET SRC-2 ct 1810, TNAP inh no acc -3, TNAP inh hi DEA 0, PPARg SRC-1 ag -3 and PPARg SRC3 recr -1.
O=C(CNc1cccc([N+](=O)[O-])c1)N/N=C/c1ccc([N+](=O)[O-])o1 was read as bIAP inhibitor 0, TNAP act hi DEA 0.9, PPARg SRC2 recr -1, HMGR II inh -5, bIAP act 1, TR-FRET SRC-2 ct 1536, TNAP inh no acc -4, TNAP inh hi DEA 6, PPARg SRC-1 ag 9 and PPARg SRC3 recr 6.
For COC(=O)c1sc2ncn(-n3c(C)ccc3C)c(=O)c2c1C the results were bIAP inhibitor 15, TNAP act hi DEA 1, PPARg SRC2 recr 0, HMGR II inh 0, bIAP act 0.8, TR-FRET SRC-2 ct 1392, TNAP inh no acc -5, TNAP inh hi DEA -4, PPARg SRC-1 ag 4 and PPARg SRC3 recr -1.
Cc1cc2cc(CN(Cc3ccc4c(c3)OCO4)Cc3nnnn3C3CCCC3)c(=O)[nH]c2cc1C was read as bIAP inhibitor 4, TNAP act hi DEA 1, PPARg SRC2 recr 2, HMGR II inh -2, bIAP act 1, TR-FRET SRC-2 ct 1467, TNAP inh no acc -8, TNAP inh hi DEA -4, PPARg SRC-1 ag 1 and PPARg SRC3 recr 6.
Screening O=C(c1ccncc1)c1ccc(NS(=O)(=O)c2ccc(Br)s2)cc1 returned bIAP inhibitor 3, TNAP act hi DEA 1, PPARg SRC2 recr 11, HMGR II inh -2, bIAP act 1, TR-FRET SRC-2 ct 1619, TNAP inh no acc -9, TNAP inh hi DEA -4, PPARg SRC-1 ag 0 and PPARg SRC3 recr 12.
COc1ccc(OC)c(CNC(=O)c2coc(=O)c3ccccc23)c1 was read as bIAP inhibitor 4, TNAP act hi DEA 1, PPARg SRC2 recr -7, HMGR II inh 0, bIAP act 1, TR-FRET SRC-2 ct 1511, TNAP inh no acc -10, TNAP inh hi DEA -4, PPARg SRC-1 ag 1 and PPARg SRC3 recr -4.

Gathered by group, the compounds so far with sulfur.
Screening Cc1nc2sc(C#N)c(N)c2c2c1CCCC2 returned bIAP inhibitor 10, TNAP act hi DEA 1, PPARg SRC2 recr 1, HMGR II inh 5, bIAP act 0.9, TR-FRET SRC-2 ct 1577, TNAP inh no acc -10, TNAP inh hi DEA -2, PPARg SRC-1 ag 2 and PPARg SRC3 recr 9.
For COC(=O)c1sc2ncn(-n3c(C)ccc3C)c(=O)c2c1C the results were bIAP inhibitor 15, TNAP act hi DEA 1, PPARg SRC2 recr 0, HMGR II inh 0, bIAP act 0.8, TR-FRET SRC-2 ct 1392, TNAP inh no acc -5, TNAP inh hi DEA -4, PPARg SRC-1 ag 4 and PPARg SRC3 recr -1.
Screening O=C(c1ccncc1)c1ccc(NS(=O)(=O)c2ccc(Br)s2)cc1 returned bIAP inhibitor 3, TNAP act hi DEA 1, PPARg SRC2 recr 11, HMGR II inh -2, bIAP act 1, TR-FRET SRC-2 ct 1619, TNAP inh no acc -9, TNAP inh hi DEA -4, PPARg SRC-1 ag 0 and PPARg SRC3 recr 12.

The list goes on.
O=S(=O)(c1cccc(-c2nc3n(n2)Cc2ccccc2-3)c1)N1CCCCC1 was read as bIAP inhibitor 6, TNAP act hi DEA 1.1, PPARg SRC2 recr 6, HMGR II inh 2, bIAP act 0.9, TR-FRET SRC-2 ct 1551, TNAP inh no acc -2, TNAP inh hi DEA -5, PPARg SRC-1 ag 2 and PPARg SRC3 recr 13.
Screening Cc1cc(C)c2nc(NNC(=O)c3cc(=O)c4ccccc4o3)sc2c1 returned bIAP inhibitor 9, TNAP act hi DEA 0.9, PPARg SRC2 recr 8, HMGR II inh -2, bIAP act 0.9, TR-FRET SRC-2 ct 1676, TNAP inh no acc -106, TNAP inh hi DEA 10, PPARg SRC-1 ag 8 and PPARg SRC3 recr 3.
O=C(Nc1cccc2ccccc12)N1CCN(c2ccc(F)cc2)CC1 was read as bIAP inhibitor 9, TNAP act hi DEA 1.1, PPARg SRC2 recr 2, HMGR II inh 0, bIAP act 0.9, TR-FRET SRC-2 ct 1650, TNAP inh no acc -6, TNAP inh hi DEA -6, PPARg SRC-1 ag 7 and PPARg SRC3 recr 3.
For CCn1c(CSc2nc3ccccc3n2C)nc2ccccc21 the results were bIAP inhibitor 9, TNAP act hi DEA 1.1, PPARg SRC2 recr 4, HMGR II inh 2, bIAP act 0.9, TR-FRET SRC-2 ct 1480, TNAP inh no acc -12, TNAP inh hi DEA -8, PPARg SRC-1 ag 8 and PPARg SRC3 recr -6.
Screening CCOc1ccc(C2c3[nH]c4ccccc4c3CCN2CCCn2cccn2)cc1 (centres undefined) returned bIAP inhibitor -2, TNAP act hi DEA 1, PPARg SRC2 recr -7, HMGR II inh 1, bIAP act 1, TR-FRET SRC-2 ct 1561, TNAP inh no acc -10, TNAP inh hi DEA -4, PPARg SRC-1 ag 4 and PPARg SRC3 recr 5.
Screening C/C(CC(=O)NC(C)(C)C)=N\NC(=O)c1ccco1 returned bIAP inhibitor -20, TNAP act hi DEA 1, PPARg SRC2 recr 0, HMGR II inh 1, bIAP act 1.2, TR-FRET SRC-2 ct 1542, TNAP inh no acc -15, TNAP inh hi DEA 4, PPARg SRC-1 ag 2 and PPARg SRC3 recr -2.
Screening CCCN(CC1CC1)C(=O)CSc1ncnc2sccc12 returned bIAP inhibitor 2, TNAP act hi DEA 1, PPARg SRC2 recr -1, HMGR II inh -2, bIAP act 1, TR-FRET SRC-2 ct 1673, TNAP inh no acc -3, TNAP inh hi DEA -3, PPARg SRC-1 ag 5 and PPARg SRC3 recr 5.
Cc1ccnc2nc(C(=O)OCCOc3ccc(F)cc3)nn12 was read as bIAP inhibitor 2, TNAP act hi DEA 1, PPARg SRC2 recr -3, HMGR II inh -3, bIAP act 1, TR-FRET SRC-2 ct 1627, TNAP inh no acc -9, TNAP inh hi DEA -1, PPARg SRC-1 ag 1 and PPARg SRC3 recr 0.
For O=S(=O)(c1ccc(Br)c2nsnc12)N1CCOCC1 the results were bIAP inhibitor -1, TNAP act hi DEA 1, PPARg SRC2 recr -1, HMGR II inh -3, bIAP act 1, TR-FRET SRC-2 ct 1474, TNAP inh no acc -13, TNAP inh hi DEA -4, PPARg SRC-1 ag -4 and PPARg SRC3 recr 3.
`C/C(Cl)=C/CSc1nc2c(c(=O)[nH]c(=O)n2C)n1C(C)C` gave bIAP inhibitor 6, TNAP act hi DEA 1.1, PPARg SRC2 recr -8, HMGR II inh 0, bIAP act 0.9, TR-FRET SRC-2 ct 1249, TNAP inh no acc 4, TNAP inh hi DEA -6, PPARg SRC-1 ag -6 and PPARg SRC3 recr -3.
For Oc1ccc2ccccc2c1C=NCc1cn2ccsc2n1 the results were bIAP inhibitor -9, TNAP act hi DEA 1, PPARg SRC2 recr -1, HMGR II inh -9, bIAP act 1.1, TR-FRET SRC-2 ct 1483, TNAP inh no acc 23, TNAP inh hi DEA -3, PPARg SRC-1 ag 5 and PPARg SRC3 recr -4.
CNCCCOc1ccc2c(c1)CCC2 was read as bIAP inhibitor 2, TNAP act hi DEA 1, PPARg SRC2 recr -6, HMGR II inh 1, bIAP act 1, TR-FRET SRC-2 ct 1411, TNAP inh no acc -7, TNAP inh hi DEA -3, PPARg SRC-1 ag -5 and PPARg SRC3 recr -4.
For CCOc1cc(C(=O)OCC(=O)Nc2cccc(C)c2)ccc1OCC(=O)N1CCOCC1 the results were bIAP inhibitor 12, TNAP act hi DEA 1, PPARg SRC2 recr 2, HMGR II inh 1, bIAP act 0.9, TR-FRET SRC-2 ct 1665, TNAP inh no acc -9, TNAP inh hi DEA 0, PPARg SRC-1 ag 6 and PPARg SRC3 recr 3.
`CCOC(=O)C1CCN(CC(=O)c2c(C)[nH]c3ccccc23)CC1` gave bIAP inhibitor -5, TNAP act hi DEA 1, PPARg SRC2 recr 6, HMGR II inh 2, bIAP act 1, TR-FRET SRC-2 ct 1320, TNAP inh no acc -11, TNAP inh hi DEA -2, PPARg SRC-1 ag 2 and PPARg SRC3 recr 5.
For CCOC(=O)N1CCC(NC(=O)Cn2ncc3ccccc32)CC1 the results were bIAP inhibitor 4, TNAP act hi DEA 1, PPARg SRC2 recr 2, HMGR II inh -4, bIAP act 1, TR-FRET SRC-2 ct 1512, TNAP inh no acc -12, TNAP inh hi DEA 1, PPARg SRC-1 ag 12 and PPARg SRC3 recr 7.
Screening CC(C)CN(C(=O)CN1CCN(c2ccc(F)cc2)CC1)c1c(N)n(CC(C)C)c(=O)[nH]c1=O returned bIAP inhibitor 27, TNAP act hi DEA 1, PPARg SRC2 recr -2, HMGR II inh 0, bIAP act 0.7, TR-FRET SRC-2 ct 1723, TNAP inh no acc -49, TNAP inh hi DEA 0, PPARg SRC-1 ag 3 and PPARg SRC3 recr -2.
For O=C(c1cccs1)n1nc(NCc2ccccc2)nc1NCc1ccccc1 the results were bIAP inhibitor 0, TNAP act hi DEA 1, PPARg SRC2 recr -4, HMGR II inh -2, bIAP act 1, TR-FRET SRC-2 ct 1445, TNAP inh no acc 1, TNAP inh hi DEA 3, PPARg SRC-1 ag -7 and PPARg SRC3 recr 1.
